KCNQ2 inh = KCNQ2 potassium channel inhibitors, primary screen, cell-based, CHO-K1, FluxOR thallium flux, B-score (AID 2156) | 20 min; hits give low values | B-score at 10 µM | 310,000 compounds, 1.1% hits;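 active means fluorescence ratio B-score at most minus 3 library SDs, with starting brightness B-score within 2 library SDs, cut at about -5.5 in these data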
Target sequence (O88943 whole entry, looked up): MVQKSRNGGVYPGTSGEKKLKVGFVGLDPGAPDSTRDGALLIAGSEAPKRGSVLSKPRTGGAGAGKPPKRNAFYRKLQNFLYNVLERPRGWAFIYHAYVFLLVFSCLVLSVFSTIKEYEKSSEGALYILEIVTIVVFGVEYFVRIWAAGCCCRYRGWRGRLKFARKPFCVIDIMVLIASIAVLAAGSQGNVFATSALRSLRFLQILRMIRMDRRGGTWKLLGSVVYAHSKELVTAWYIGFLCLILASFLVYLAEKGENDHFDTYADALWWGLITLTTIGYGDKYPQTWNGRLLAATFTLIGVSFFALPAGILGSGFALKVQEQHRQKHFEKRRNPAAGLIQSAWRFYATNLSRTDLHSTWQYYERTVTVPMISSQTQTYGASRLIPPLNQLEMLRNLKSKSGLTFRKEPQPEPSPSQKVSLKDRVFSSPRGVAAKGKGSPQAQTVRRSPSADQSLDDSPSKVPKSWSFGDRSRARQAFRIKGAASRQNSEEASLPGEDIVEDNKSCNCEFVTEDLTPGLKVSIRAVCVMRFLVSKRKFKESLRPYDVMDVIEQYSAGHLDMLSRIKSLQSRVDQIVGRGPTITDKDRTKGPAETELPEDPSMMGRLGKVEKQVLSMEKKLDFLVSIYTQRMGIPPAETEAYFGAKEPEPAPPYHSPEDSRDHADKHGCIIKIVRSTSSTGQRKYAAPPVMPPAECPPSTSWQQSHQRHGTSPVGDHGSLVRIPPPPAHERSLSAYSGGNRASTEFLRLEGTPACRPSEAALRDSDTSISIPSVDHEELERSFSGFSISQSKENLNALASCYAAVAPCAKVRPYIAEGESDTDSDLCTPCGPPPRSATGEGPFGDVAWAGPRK
CHT inh = inhibitors of human choline transporter CHT | High affinity choline transporter 1 (Homo sapiens), Q9GZV3 | CHT-expressing cells, membrane potential dye, choline response; hits give low values | B-score at 10 µM | 310,000 compounds, 0.86% hits | AID 488975, 2010;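 active means B-score over 3 SD under the library average, and starting fluorescence ratio not unusually high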;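 further: choline stimulus applied at its EC90 after an EC20 pre-addition; B-score computed on integrated fluorescence ratio after choline addition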
Active calls of the source: *; i = inactive; · = no result given. Compounds were not picked by outcome. About 1.9% of those tested had a hit in this group.

Value order – KCNQ2 inh | CHT inh
(1) Cc1ccc(C)c(NC(=O)c2cc(-c3cccnc3)nc3ccccc23)c1
 : i | i
(2) O=c1c2ccccc2ncn1CCCCOc1ccccc1F
 : i | i
(3) COc1ccccc1CNC(=O)CN1C(=O)COc2ccc(S(=O)(=O)N3CCCCC3)cc21
 : i | i
(4) Cc1c(-c2ccc(/C=N/NC(=O)C(=O)Nc3ccccc3F)o2)cccc1[N+](=O)[O-]
 : i | i
(5) Cc1c(C(=O)NN2CCCCC2)nn(-c2ccc(Cl)cc2Cl)c1-c1ccc(I)cc1
 : -9.92* | i
(6) COc1ccccc1N1C(=NC(=O)COc2ccccc2)SC2CS(=O)(=O)CC21 (stereo not given)
 : i | i
(7) c1ccc(Cn2nnc3c(NCC4CCCO4)nc(C4CC4)nc32)cc1 (stereo not given)
 : i | i
(8) O=C(Nc1cccc(Cl)c1Cl)C1CC(=O)N(c2ccc(Br)cc2)C1 (stereo not given)
 : i | i
(9) O=C(O)C1NCCc2ccccc21 (stereo not given)
 : i | i
(10) O=C(CC1C(=O)NCCN1Cc1ccc(F)cc1Cl)NC1CCCCCCC1 (stereo not given)
 : i | i
(11) O=C(CC(C(=O)O)P(=O)(c1ccccc1)c1ccccc1)c1ccccc1 (stereo not given)
 : i | i
(12) COCC(=O)Nc1ccc(OCc2ccccc2)cc1
 : i | i
(13) CCOc1cc(NC(=S)NCCCN2CCOCC2)c(OCC)cc1NC(=O)c1cccs1
 : i | i
(14) COc1cc(NS(=O)(=O)c2ccc(NC(=S)NC(C)=O)cc2)nc(OC)n1
 : i | i
(15) Cc1nnc(-c2cnn(C)c2N)n1Cc1ccccc1F
 : i | i
(16) Oc1[nH]c2c(Cl)cc(Cl)cc2c1N=NC(=S)NCC1CCCO1 (stereo not given)
 : i | i
(17) O=[N+]([O-])c1ccc(O)c(Nc2ncnc3ccccc23)c1
 : i | i
(18) COc1ccccc1N1CCN(C2CCCN(Cc3cccc(O)c3)C2)CC1 (stereo not given)
 : i | i
(19) CSc1c(C#N)c(N)nc2sc(C(=O)c3ccccc3)c(N)c12
 : i | i
(20) Cc1nn(Cc2ccc(F)cc2)c(C)c1NC(=O)c1nn(C)cc1Cl
 : i | i
(21) Cc1ccccc1Cc1c(C)nc2nc(SCC(=O)NCCCN3CCCCC3)nn2c1C
 : i | i
(22) COc1ccc(CN2CCCC(CO)(Cc3ccc(F)cc3)C2)c(OC)c1OC (stereo not given)
 : i | i
(23) CCc1ccc(NC(=O)Cn2c(=O)n(CCC(=O)NC3CCN(Cc4ccccc4)CC3)c(=O)c3ccccc32)cc1
 : i | i
(24) CCN(CC)CCCNCC(=O)Nc1cc(C)on1
 : i | i
(25) Cc1ccc(N2CC(C(=O)Nc3nnc(SCCC4OCCO4)s3)CC2=O)cc1 (stereo not given)
 : i | i
(26) CCOc1ccc(C2=Nn3c(nnc3-c3ccccc3)SC2)cc1Cl
 : i | i
(27) Cc1ccc(N2CCN(C(=O)c3ccccc3NC(=O)C3CCCCC3C(=O)O)CC2)cc1 (stereo not given)
 : i | i
(28) COC(=O)c1ccc(C(=O)OC)c(NC(=O)COC(=O)C2CC2C)c1 (stereo not given)
 : i | i
(29) Cc1cccc2cc(COC(=O)C(C)(C)C)c(=O)[nH]c12
 : i | i
(30) O=C(COc1ccccc1Cl)NNC(=O)C1CCCO1 (stereo not given)
 : i | i

The results go on:
Value order – KCNQ2 inh | CHT inh
(31) Cc1ccc2[nH]c3c(=O)n(CC(=O)NCc4ccco4)ncc3c2c1
 : i | i
(32) Cc1ccc(C)c(N2CC(C(=O)OCC(=O)Nc3cc(C)on3)CC2=O)c1 (stereo not given)
 : i | i
(33) O=C(/C=C/c1ccccc1)NNC(=O)C1CC1
 : i | i
(34) CN(C)CCN1C(=O)c2oc3ccc(F)cc3c(=O)c2C1c1ccncc1 (stereo not given)
 : i | i
(35) Cc1ccccc1-c1nc(CS(=O)(=O)CC(=O)NC(C)c2ccccc2)c(C)o1 (stereo not given)
 : i | i
(36) COC(C/C=C/[C@H](O)[C@@H](C)OCc1ccccc1)OC
 : i | i
(37) CCN(Cc1ccccc1)S(=O)(=O)c1ccc(C(=O)Nc2nnc(C3CC3)o2)cc1
 : i | i
(38) CC(=O)Nc1ccccc1NC(=O)CC(C)(C)C
 : i | i
(39) Cc1ccc(C)c(NC(=O)c2ccc3c(c2)N(Cc2ccc(F)cc2)C(=O)CS3=O)c1 (stereo not given)
 : i | i
(40) CCOC(=O)N1CCN(C(=O)c2cc3c(-c4cccc(OC)c4)nn(C)c3s2)CC1
 : i | i
(41) COC(=O)C[C@H]1c2cc(C(F)(F)F)ccc2S(=O)(=O)N1C1CCCCC1
 : i | i
(42) COc1ccc(CCNC(=O)CCn2c(=O)oc3ccccc32)cc1OC
 : i | i
(43) COc1ccccc1NC(=O)CSc1nnc(NC(=O)C2CC2)s1
 : i | i
(44) O=C(NCc1ccc(F)cc1)c1ccc(CS(=O)(=O)Cc2ccc(F)cc2)o1
 : i | i
(45) CCOc1ccc(CCNC(=O)c2cccc(S(=O)(=O)N3CCOCC3)c2)cc1OCC
 : i | i
(46) O=C1NC(=O)/C(=C/C(=O)N2CCOCC2)S1
 : i | i
(47) c1ccc2c(c1)OCC(c1nnc3sc(-c4cnccn4)nn13)O2 (stereo not given)
 : i | i
(48) Cn1nnnc1SCCNCc1ccccc1F
 : i | i
(49) Cc1nn(CC(=O)OCC(=O)Nc2c(C(C)C)cccc2C(C)C)c(C)c1[N+](=O)[O-]
 : i | i
(50) CC1(c2ccccc2Br)NC(=O)N(CC(=O)Nc2ccc(S(N)(=O)=O)cc2)C1=O (stereo not given)
 : i | i
(51) O=C(NCCc1ccccc1)C(c1ccncc1)N(C(=O)c1csnn1)C1CC1 (stereo not given)
 : i | i
(52) Cc1ccc(S(=O)(=O)NNC(=O)c2cc([N+](=O)[O-])c(C)c([N+](=O)[O-])c2)cc1
 : i | i
(53) CNc1nc2c3ccccc3n(C(C)=O)c2s1
 : i | i
(54) Cc1ccc(C(=O)N/C(=C\c2cccs2)C(=O)NCCc2c[nH]c3ccccc23)cc1C
 : i | i
(55) CNS(=O)(=O)c1cccc(C(=O)OCc2cc(=O)n3cc(Br)ccc3n2)c1
 : i | i
(56) COC(=O)c1ccc(Nc2nc(-c3ccncc3)nc3ccccc23)cc1
 : i | i
(57) CC(C)NS(=O)(=O)c1ccc(CCC(=O)NCc2cccnc2)cc1
 : i | i
(58) Cc1n[nH]c(C)c1Cc1ccc(C(=O)O)cc1
 : i | i
(59) COc1ccccc1CC(=O)N1CCN(c2ccccc2F)CC1
 : i | i
(60) CC(C)(C)NC(=O)CN(c1cccc([N+](=O)[O-])c1)S(=O)(=O)c1ccccc1
 : i | i

Single records (already shown):
CN(C)CCN1C(=O)c2oc3ccc(F)cc3c(=O)c2C1c1ccncc1 (stereo not given) is listed with KCNQ2 inh: i; CHT inh: i
COc1ccc(CCNC(=O)CCn2c(=O)oc3ccccc32)cc1OC is listed with KCNQ2 inh: i; CHT inh: i
COC(C/C=C/[C@H](O)[C@@H](C)OCc1ccccc1)OC is listed with KCNQ2 inh: i; CHT inh: i

Additional records follow:
Value order – KCNQ2 inh | CHT inh
(61) Cc1nn(Cc2ccccc2)c(C)c1C(=O)NCC(c1cccs1)N1CCOCC1 (stereo not given)
 : i | i
(62) CC(=O)Oc1ccc(C(=O)Nc2ccc3c(c2)OCCO3)cc1
 : i | i
(63) Cc1sc(NC(=O)c2ccc(OCC(C)C)cc2)c(C(N)=O)c1-c1ccc(Cl)cc1Cl
 : i | i
(64) COc1ccc(OC)c(C(c2nnnn2C(C)(C)C)N2CCc3ccccc3C2)c1 (stereo not given)
 : i | i
(65) CCn1ncc([N+](=O)[O-])c1C(=O)N1CCCC1
 : i | i
(66) CC(C)OCCCn1c(=S)[nH]c2cc3c(cc2c1=O)OCO3
 : i | i
(67) O=C1CSC(=S)N1c1ccc(F)cc1
 : i | i
(68) COc1ccc(C(=O)NN=C2CCCC2)cc1
 : i | i
(69) O=C(NCc1ccccc1Cl)C(=O)c1c[nH]c2ccccc12
 : i | i
(70) CC(C)(CC(=O)O)CC(=O)Nc1cc(C(F)(F)F)cc(C(F)(F)F)c1
 : i | i
(71) CC(=O)Nc1ccc(OCC(O)CNC2CCCC2)cc1 (stereo not given)
 : i | i
(72) COC(=O)Cc1ccc(NC(=O)c2ccc(NC(=O)c3ccco3)cc2)cc1
 : i | i
(73) COc1cccc(NC(=O)CN(C)C(=O)c2cc(S(=O)(=O)NCc3ccccc3)ccc2C)c1
 : i | i
(74) COc1ccc(CCNC(=O)c2cc3c(=O)n4ccccc4nc3n(CCN3CCOCC3)c2=N)cc1
 : i | i
(75) CC[C@@H](C)CN1C(=O)N[C@@H](CCc2ccccc2)C(C(C)=O)=C1C
 : i | i
(76) Cc1cc(C)nc(/N=C(\N)Nc2ccc(CC(=O)OC(C)C)cc2)n1
 : i | i
(77) CC(C)CNC(=O)c1ccccc1-c1ccccc1C(=O)O
 : i | i
(78) COc1ccc(NC(=S)NC(NC(=O)c2cccc(C)c2)C(Cl)(Cl)Cl)c([N+](=O)[O-])c1 (stereo not given)
 : · | i
(79) CCCCC(c1nnnn1C1CCCC1)N1CCN(C2CCCCC2)CC1 (stereo not given)
 : i | i
(80) CC(C)(C)c1csc(NC(=O)CSC2=NCCS2)n1
 : i | i
(81) Cc1nn(C)cc1C(C(=O)NC1CCCCC1)N(C(=O)Cc1cccs1)c1ccc(F)cc1 (stereo not given)
 : i | i
(82) COc1cc2[nH]c(=O)n(CCCCCC(=O)N3CC=C(c4ccccc4)CC3)c(=O)c2cc1OC
 : i | i
(83) CCCOc1ccc(-c2csc3nc[nH]c(=O)c23)cc1
 : i | i
(84) COc1ccc(C(=O)N2CCCCCC2)cc1OC1CCN(C(C)=O)CC1
 : i | i
(85) CC(=O)Nc1ccc(S(=O)(=O)NC2=C(N3CCN(C)CC3)C(=O)c3ccccc3C2=O)cc1
 : i | i
(86) COCc1cc(C)nc2sc(C(=O)NN)c(-n3cccc3)c12
 : i | i
(87) COc1ccccc1NS(=O)(=O)c1c(C)nc2sccn2c1=O
 : i | i
(88) COc1ccc(/C(C)=N/OC/C(O)=C(\C#N)c2nc3ccccc3[nH]2)c(OC)c1
 : i | i
(89) Cc1cc(SCC(=O)NCC2CCCO2)nc2ccccc12 (stereo not given)
 : i | i
(90) O=C(CSCC(=O)N1CCCCC1)Nc1nc(-c2ccccc2)c(-c2ccccc2)s1
 : · | i

KCNQ2 inh: hit marks shown above.
Value order – KCNQ2 inh | CHT inh
(5) Cc1c(C(=O)NN2CCCCC2)nn(-c2ccc(Cl)cc2Cl)c1-c1ccc(I)cc1
 : -9.92* | i

Later entries
Value order – KCNQ2 inh | CHT inh
(91) O=C(Nn1cc(C(=O)Nc2ccccc2F)c2ccccc2c1=O)c1cnccn1
 : i | i
(92) CCN(CC)CCOC(=O)c1ccc(NC(=S)NC(=O)/C=C/c2ccco2)cc1
 : i | i
(93) O=C(O)C1CCCN1c1nc(C(F)(F)F)nc2ccccc12 (stereo not given)
 : i | i
(94) CN(C)CC#CCOC(c1ccccc1)c1ccccc1
 : i | i
(95) Cc1cc(/C=C(\C#N)C(=O)OCC(=O)Nc2ccc(OC(F)F)cc2)c(C)n1CC(C)C
 : i | i
(96) O=[N+]([O-])c1ccccc1S(=O)(=O)Nc1cccc(-c2ccc(N3CCOCC3)nn2)c1
 : i | i
(97) COc1ccc(Cl)cc1NC(=O)Cn1nc(-c2ccc(C)cc2)n(C)c1=S
 : i | i
(98) C/C(=N\NC(=O)CC(C)C)c1ccc(Cl)c(Cl)c1
 : i | i
(99) COc1ccc(N2C(=O)CCC(C(=O)N3CCC(C(N)=O)CC3)C2c2ccc(F)cc2)cc1 (stereo not given)
 : i | i
(100) Fc1ccc(Cn2cccc2C2=NC(c3ccccc3)CO2)cc1 (stereo not given)
 : i | i
(101) NS(=O)(=O)c1cccc(NC(=O)CCSc2ccc(Cl)cc2)c1
 : i | i
(102) O=C(O)CSc1nc2ccccc2n1-c1ccccc1
 : i | i
(103) COc1cc(N)ccc1NC(=O)c1cccs1
 : i | i
(104) Cc1cc(S(=O)(=O)Nc2ccc(C(=O)N3CCN(c4ccccc4O)CC3)cc2)ccc1F
 : i | i
(105) Cc1sc2ncnc(SCC(=O)NNC(=O)c3ccco3)c2c1C
 : i | i
(106) C/C(=N\OC(=O)c1ccc(F)cc1)c1nccs1
 : i | i
(107) O=C(O)c1ccc(N/N=C/C=C/c2ccccc2)cc1
 : i | i
(108) Cn1cc2cc([N+](=O)[O-])ccc2n1
 : i | i
(109) Cc1cnc(C(=O)OCC(=O)Nc2oc(-c3ccccc3)c(-c3ccccc3)c2C#N)cn1
 : i | i
(110) CCOc1cc(Cl)c(S(=O)(=O)NCc2ccccn2)cc1Cl
 : i | i
(111) CSCCC(NS(=O)(=O)c1cccs1)C(=O)NCc1cccs1 (stereo not given)
 : i | i
(112) Cc1ccccc1C1=NC(c2ccc(F)cc2F)ON1 (stereo not given)
 : i | i
(113) CC1=N/C(=C\c2ccccc2Cl)C(=O)O1
 : i | i
(114) CCOc1ccc(S(=O)(=O)N(C)CC(=O)NCc2ccccn2)cc1
 : i | i
(115) O=C(N/N=C/c1cccnc1)c1cc2ccccc2cc1O
 : i | i
(116) COc1ccccc1Cc1nc(-c2cccnc2)no1
 : i | i
(117) Cc1cc(C(=O)CSc2nnnn2-c2ccc(O)cc2)c(C)n1C
 : i | i
(118) COCCn1c(C)cc(C(=O)CSc2ccc3ccccc3n2)c1C
 : i | i
(119) CC1CN(c2cc(=O)n(Cc3ccc(F)cc3)c(=O)[nH]2)CC(C)O1 (stereo not given)
 : i | i
(120) CCN(CC)CCNC(=S)N1CCn2c(nc3ccccc32)C1
 : i | i

Continued.
Value order – KCNQ2 inh | CHT inh
(121) O=c1cc(CN2CCN(c3ccccc3O)CC2)nc2sccn12
 : i | -8.78*
(122) Cc1cccc(-c2noc(-c3ccc(Cl)cc3[N+](=O)[O-])n2)c1
 : i | i
(123) CCOC(=O)c1ccc(S(=O)(=O)Nc2cc(C(=O)O)ccc2Cl)cc1
 : i | i
(124) CC(C)CCSc1nnc(N)s1
 : i | i
(125) COc1ccc(CNCC(O)(c2ccccc2)c2ccc(Cl)cc2)cc1 (stereo not given)
 : -5.64* | i
